Keap1 Nrf2 FP: Keap1-Nrf2 protein-protein interaction inhibitors, primary screen, biochemical, fluorescence polarization, single point; Kelch-like ECH-associated protein 1 (Homo sapiens), Q14145; Keap1 Kelch-Nrf2 peptide fluorescence polarization, 1536-well; inhibition, % at 9.4 µM; actives 0.15% (n = 340,000); in the data active means inhibition above about 12%;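 further: human Keap1 Kelch domain with fluorescein labeled Nrf2 9mer peptide probe; 0% = neutral control wells and 100% = peptide positive control; higher means more block of Keap1 binding to Nrf2 peptide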
Target sequence (Q14145 whole entry, looked up, the tested form may be a part): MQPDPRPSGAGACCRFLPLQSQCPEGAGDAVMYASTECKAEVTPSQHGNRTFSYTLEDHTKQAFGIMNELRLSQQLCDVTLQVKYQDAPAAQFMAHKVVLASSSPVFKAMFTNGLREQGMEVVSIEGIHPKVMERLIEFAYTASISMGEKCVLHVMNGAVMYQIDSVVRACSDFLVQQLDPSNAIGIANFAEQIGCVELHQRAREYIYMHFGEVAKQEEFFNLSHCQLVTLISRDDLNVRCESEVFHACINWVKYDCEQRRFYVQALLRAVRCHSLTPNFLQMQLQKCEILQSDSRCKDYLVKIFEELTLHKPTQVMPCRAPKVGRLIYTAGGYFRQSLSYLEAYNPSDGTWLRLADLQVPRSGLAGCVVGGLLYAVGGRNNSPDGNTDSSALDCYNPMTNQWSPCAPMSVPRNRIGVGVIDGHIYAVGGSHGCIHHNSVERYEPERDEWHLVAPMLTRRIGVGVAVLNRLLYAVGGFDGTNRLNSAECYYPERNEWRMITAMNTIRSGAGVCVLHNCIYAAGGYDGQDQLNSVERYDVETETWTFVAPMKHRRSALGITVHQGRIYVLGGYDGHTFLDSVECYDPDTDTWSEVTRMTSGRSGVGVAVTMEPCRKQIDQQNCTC
C-LANA FP: inhibitors of KSHV C-LANA binding to DNA, primary screen, biochemical, fluorescence polarization, FAM-LBS DNA, MBP-C-LANA, single point; inhibition, % at 9 µM; actives 0.078% (n = 340,000);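 active means highest replicate inhibition at or above 60% at 9 µM, even if other replicates fall short; inactive means all replicates below 60% inhibition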;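 further: 0% = neutral control wells and 100% = 4 µM acridine orange control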
PKA-R2B activ: activators of PKA-R2B holoenzyme, primary screen, biochemical, fluorescence polarization, Cy5-IP20, human. PKA-R2B holoenzyme dissociation; R2B truncated from residue 108, S112A mutant; 0% DMSO only, 100% 113 µM cGMP. activation, % at 11.4 µM. AID 504700, 2011. actives 0.079% (n = 340,000). cAMP-dependent protein kinase catalytic subunit beta (Homo sapiens) + cAMP-dependent …;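 active means activation above a cutoff set at the mean over all compounds plus 3 SD, cut at about 18% in these data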;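 further: higher means more holoenzyme dissociation and a rise in polarization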
Target sequence (P31323 whole entry, looked up, other chains not shown, the tested form may be a part): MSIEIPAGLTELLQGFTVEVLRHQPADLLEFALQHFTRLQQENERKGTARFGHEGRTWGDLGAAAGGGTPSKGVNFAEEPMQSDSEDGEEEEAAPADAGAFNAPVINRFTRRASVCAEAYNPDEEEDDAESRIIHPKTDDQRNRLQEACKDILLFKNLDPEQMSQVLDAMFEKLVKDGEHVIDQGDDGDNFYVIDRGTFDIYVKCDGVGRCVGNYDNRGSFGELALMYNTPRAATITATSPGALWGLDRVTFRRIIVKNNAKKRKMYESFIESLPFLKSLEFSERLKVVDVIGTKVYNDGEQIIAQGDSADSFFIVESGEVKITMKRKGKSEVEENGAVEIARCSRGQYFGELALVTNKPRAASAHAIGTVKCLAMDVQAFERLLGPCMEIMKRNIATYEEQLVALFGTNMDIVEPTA
CAL PDZ FP-1: CAL PDZ peptide-binding inhibitors, primary screen, biochemical, fluorescence polarization, Cer-tagged CAL PDZ, HTS | Golgi-associated PDZ and coiled-coil motif-containing protein (Homo sapiens), Q9HD26 | purified CAL PDZ, TMR-peptide fluorescence polarization, 1 h | inhibition, % at 20 µM | actives 0.02% (n = 330,000) | AID 504414, 2011;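 active means highest replicate inhibition of at least 40%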;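 further: plate controls were DMSO neutral control wells for no effect and unlabeled competitor peptide control wells for full effect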
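Control set: unlabelled peptide and DMSO controls / Material: purified CerCALP PDZ construct / Timing: 1 h incubation at room temperature before polarization reading / Doses: 20 µM, one dose / Detection: fluorescence polarization (mP)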
Cardiac RTF inh: cardiac RTF calcium sensitivity inhibitors, primary screen, biochemical, IANBD-TnC fluorescence, EC70 calcium | Troponin I, cardiac muscle (Homo sapiens) + Troponin T, cardiac muscle (Homo sapiens) + … | actives 0.12% (n = 340,000) | IANBD-labeled cardiac RTF, Ca2+ fluorescence | inhibition, % at 7.15 µM;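 active means inhibition above the mean inhibition of all tested compounds plus 3 SD, cut at about 17% in these data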;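 further: assay run at fixed EC70 calcium of 1.6 mM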
DAGLB inh: DAGLB lipase inhibitors, primary screen, biochemical, fluorescence, HTS | Diacylglycerol lipase-beta (Homo sapiens), Q8NCG7 | HEK293T DAGLB membrane lysate, EnzChek fluorogenic substrate | AID 504411, 2011 | actives 0.059% (n = 340,000) | inhibition, % at 5.17 µM; in the data active means inhibition above about 34%;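 further: 0% = enzyme with vehicle and 100% = wells lacking enzyme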
Rtt109 Vps75: inhibitors of C. albicans Rtt109/Vps75 HAT, primary screen, biochemical, ThioGlo CoA-SH fluorescence, plate reader; purified Rtt109/Vps75, 4 h; actives 0.16% (n = 330,000); inhibition, % at 34.9 µM;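 active means inhibition of at least 50% in every replicate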
SR-BI DiI-HDL act: activators of SR-BI mediated DiI-HDL uptake, primary screen, ldlA[mSR-BI] CHO cells, DiI fluorescence | 3 h; 100 = double the neutral-control signal | activation, % at 12.5 µM | actives 0.096% (n = 320,000) | AID 504775, 2011;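 active means mean replicate activation of at least 60% and every replicate at or above 60%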;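 further: 0% = median plate neutral-control signal and 100% = twice that signal; values of inactives mirror those of a sister screen read the other way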
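Test system: SR-BI-overexpressing, LDLR-lacking CHO cells; Also added: labelled HDL, 10 µg/mL; Measured by: bottom-read cell fluorescence after medium removal, ex 550/em 595 nm; Timing: 3 h uptake period with compound, 37 °C; Buffer or medium: F12, 0.5% BSA, 25 mM HEPES; Doses: single compound concentration, delivered by pin transfer.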
CAL PDZ FP-2: untagged CAL PDZ binding inhibitors, primary screen, biochemical, fluorescence polarization, HTS; purified CAL PDZ, TMR-peptide fluorescence polarization, 1 h; inhibition, % at 24.9 µM; actives 0.92% (n = 300,000); AID 602252, 2012;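 active means mean inhibition of at least 30% with at least half of replicates also reaching 30%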;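 further: 0% = DMSO neutral control and 100% = excess unlabeled competitor peptide PRC23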
cardiac RTF act: cardiac RTF calcium sensitivity activators, primary screen, biochemical, IANBD-TnC fluorescence, EC20 calcium. activation, % at 7.2 µM. actives 0.24% (n = 340,000). Troponin I, cardiac muscle (Homo sapiens) + Troponin T, cardiac muscle (Homo sapiens) + …. AID 493008, 2010. IANBD-labeled TnC RTF fluorescence at EC20 calcium; 0% EC20 calcium, 100% full calcium;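 active means activation above the mean over all tested compounds plus 3 SD, cut at about 30% in these data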;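 further: rise in fluorescence read as greater calcium sensitivity of cardiac thin filaments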
Starred values were filed as active, the others as inactive; nt = no result given.

SMILES	Keap1 Nrf2 FP	C-LANA FP	PKA-R2B activ	CAL PDZ FP-1	Cardiac RTF inh	DAGLB inh	Rtt109 Vps75	SR-BI DiI-HDL act	CAL PDZ FP-2	cardiac RTF act
COc1ccc(C(=O)NCCCc2nc3ccccc3n2Cc2cc(C)ccc2C)cc1OC	2	0.9	-5	-1.1	1	2	-7	-22	nt	-6
CS(=O)(=O)N(CC(=O)N1CCc2ccccc2C1)Cc1ccc(F)cc1	-2	2.5	1	-0.6	-1	-3	-4	-21	0	-2
CSc1ncccc1C(=O)OCn1nnc2ccccc2c1=O	2	-1.8	10	-1.8	-11	-2	8	-3	-7	-3
O=C(N/C(=C/C=C/c1ccccc1)C(=O)N1CCOCC1)c1ccccc1Cl	-8	-1.3	-6	-0.6	-18	-2	25	3	nt	11
COc1ccc(OCc2cn(CC(=O)c3ccc(O)cc3)nn2)cc1	-3	0.9	1	-0.9	-7	-2	3	9	-3	-5
CC1CCc2nc(NC(=O)c3ccco3)sc2C1 (stereo not given)	-1	0.8	4	-2.8	-10	1	-1	-19	-4	-5
CC1(C)Cc2ccccc2C(C(=O)c2ccccc2)=N1	2	-1.6	-3	-1.6	-2	-6	3	-5	-4	-6
O=C(Nc1ccc2c(c1)OCO2)c1ccc(Cl)c(S(=O)(=O)N2CCOCC2)c1	-2	-1.7	1	-0.5	-10	2	4	nt	-1	1
COCc1n[nH]c(=S)n1-c1ccccc1	-3	-0.3	-10	-2.4	-4	3	-1	47	-3	-8
O=C(CSc1nnc(-c2ccncc2)o1)Oc1ccccc1	-1	2.6	-5	-0.6	7	1	-6	nt	0	-2
COC(=O)c1cn(NC(=O)CC2CCCCC2)c(=O)c2ccccc12	-2	0.0	-8	-0.2	11	-2	2	23	5	4
NC(=O)CCn1c(C(=O)c2cccc([N+](=O)[O-])c2)c2ccccc2[n+]1[O-]	1	0.4	8	0.5	8	2	3	17	-2	6

Record cards, from the list above. Order of values: Keap1 Nrf2 FP, C-LANA FP, PKA-R2B activ, CAL PDZ FP-1, Cardiac RTF inh, DAGLB inh, Rtt109 Vps75, SR-BI DiI-HDL act, CAL PDZ FP-2, cardiac RTF act
Entry for O=C(CSc1nnc(-c2ccncc2)o1)Oc1ccccc1 : -1, 2.6, -5, -0.6, 7, 1, -6, nt, 0, -2
Entry for CC1CCc2nc(NC(=O)c3ccco3)sc2C1 (stereo not given) : -1, 0.8, 4, -2.8, -10, 1, -1, -19, -4, -5
Entry for NC(=O)CCn1c(C(=O)c2cccc([N+](=O)[O-])c2)c2ccccc2[n+]1[O-] : 1, 0.4, 8, 0.5, 8, 2, 3, 17, -2, 6

Next part:
SMILES	Keap1 Nrf2 FP	C-LANA FP	PKA-R2B activ	CAL PDZ FP-1	Cardiac RTF inh	DAGLB inh	Rtt109 Vps75	SR-BI DiI-HDL act	CAL PDZ FP-2	cardiac RTF act
CC(C)(C)NS(=O)(=O)c1ccc(NC(=O)Cc2ccccc2[N+](=O)[O-])cc1	-6	2.0	-1	0.9	2	0	nt	-27	-6	5
CCSc1ncc(Cl)c(C(=O)Nc2ccccc2)n1	0	0.0	-1	0.2	-2	-1	6	18	-2	3
CSc1ccc(CN(C)C(=O)CN2C(=O)NC3(CCCC3)C2=O)cc1	1	1.5	8	0.0	6	-1	7	23	1	-6
O=C1CC(c2nc3ccccc3[nH]2)CN1c1cccc(C(F)(F)F)c1 (stereo not given)	2	0.0	4	-4.5	-7	-5	11	nt	nt	2
O=C(COc1ccccc1)NCC(c1ccco1)N1CCN(c2ccccc2)CC1 (stereo not given)	-6	-2.9	-11	-1.1	-4	0	4	10	-3	-6
CCN(C(=O)c1cc2c(=O)n3cccc(C)c3nc2n1CCCOC)C1CCCCC1	0	0.8	-13	-2.1	4	-2	-3	17	0	-2
C=CCN(CC=C)S(=O)(=O)c1ccc(NC(=S)NC(=O)Cc2ccc(OC)cc2)cc1	6	-1.3	-16	-1.1	5	-7	2	-40	-3	-10
COc1ccc(NC(=O)CCn2ccnc2)c(OC)c1	-1	-2.8	-6	-0.7	3	-2	nt	23	-1	-3
COc1ccc(NC(=O)Nc2ccc3c(c2)C(=O)N([C@H](C)CO)C[C@H](C)[C@@H](CN(C)S(=O)(=O)c2ccccc2)O3)cc1	-5	-3.4	7	-1.0	-3	-1	2	-12	-2	-1
CCOC(=O)N1CCN(C(=O)C(=O)Nc2sc3c(c2C#N)CC(C)(C)OC3)CC1	-7	-0.6	-3	-0.3	-4	0	1	20	3	1
Cc1ccc(NC2OC(CO)C(O)C2O)cc1[N+](=O)[O-] (stereo not given)	4	1.3	-5	0.0	6	1	-7	10	3	-3
CCC(=O)N1CCN(c2ccccc2NC(=O)Cc2ccccc2)CC1	-4	3.1	-4	-0.3	-11	4	-10	5	-2	3
COc1ccc(Cc2nnc(NC(=O)Cc3cccs3)s2)cc1OC	-3	-0.1	3	-0.7	-8	2	4	15	15	-2
Cc1cc2[nH]c(=O)cc(-c3ccccc3)n2n1	-5	-0.9	18	-0.6	-5	-1	13	19	-4	0
NS(=O)(=O)c1cccc(NC(=O)CCSc2ccccc2Cl)c1	2	0.9	-14	-1.1	-2	1	2	5	-4	1
CCOC(=O)C1CCN(C(=O)c2ccc(C)c(S(=O)(=O)N3CCCC3)c2)CC1	-1	0.6	7	-2.1	-7	1	-5	11	-1	2
CCCC(c1nnnn1C1CCCC1)N1CCN(c2ccccc2F)CC1 (stereo not given)	-1	1.3	0	-1.2	-2	-1	1	8	2	2
O=C1c2cccc3cccc(c23)C(=O)N1CCc1ccccc1	-5	0.1	-3	-2.4	2	-10	-3	-26	2	6
COc1cccc(OCc2ccc(C(=O)NCC3CCCO3)cc2)c1 (stereo not given)	-4	1.8	5	-0.5	0	2	6	-12	-3	0
CCOc1ccc(C(=O)c2ccccc2C(=O)O)cc1OCC	2	1.0	-2	0.1	-6	1	-5	15	nt	-1
NS(=O)(=O)c1cccc(NS(=O)(=O)c2ccc(/C=C/C(=O)O)cc2)c1	2	0.2	8	-2.5	-2	0	34	nt	0	-2
CCOC(=O)Cc1c(C)nc2c(-c3ccc(Cl)cc3)c[nH]n2c1=O	2	0.8	1	-0.8	-3	14	5	23	2	5
CCOc1cc(C)c(Cl)cc1S(=O)(=O)N(C)C	-4	-0.2	-7	-0.8	0	-2	7	21	-2	-2
COCCN(C(=O)c1csnn1)C(C(=O)NC1CCCCC1)c1sccc1C (stereo not given)	-1	-1.4	0	0.6	-2	-1	-4	9	-1	2
Clc1nnc(NN=C2CCCC2)c2ccccc12	0	0.2	0	-2.9	-3	0	6	-2	-1	4
COc1ccccc1N(Cc1ccccc1)S(=O)(=O)c1cccc(C(=O)Nc2ncccc2C)c1	-3	-1.2	-7	-2.0	-11	1	10	3	-2	4
Cc1cc(NC(=O)CN2CCN(c3ccc(O)cc3)CC2)no1	-3	0.9	-6	nt	-1	0	0	-13	-5	-5
CC(C)(C)N=C1NN=C(c2ccc(S(=O)(=O)N3CCCCC3)cc2)CS1	-3	1.4	3	-3.1	-12	0	-2	18	0	-12
CSC1=NC(C)N2C(SC)=NC(C)N12 (stereo not given)	0	0.8	-1	0.6	2	0	-21	-1	nt	3
CCCc1cc(=O)[nH]c(SCC(=O)N(CC)c2c(N)n(Cc3ccccc3)c(=O)[nH]c2=O)n1	0	-1.0	1	-0.4	-14	0	-4	-7	nt	-1
COc1ccc(CNC(=O)C2CCN(S(=O)(=O)N3CC(C)CC(C)C3)CC2)cc1 (stereo not given)	-4	-2.6	2	-2.4	1	-2	-8	-29	0	5
COc1ccc(N/C=C/C(=O)c2ccc(Oc3ncccn3)cc2)cc1	-1	-0.9	6	-0.5	0	-2	6	-30	4	0
CC(=O)Nc1cccc(OCC(=O)/C=C2\N(C)c3ccccc3C2(C)C)c1	0	-2.2	-2	-1.9	-11	0	-1	-21	-1	4
Cc1nnc(NC(=O)CSc2nnc3c(n2)[nH]c2ccc(Br)cc23)s1	-2	1.6	6	-0.2	0	-2	-3	nt	nt	-9
Cc1nc2cc(NC(=O)c3ccc(Br)s3)ccc2s1	1	-1.5	0	-5.2	2	-4	-5	-13	6	-2
CC(C)(C)c1ccc(OCCC(=O)NC2=NCCS2)cc1	1	-0.6	11	-3.0	-6	3	0	nt	-5	-1
CSc1ncc(C(=O)Nc2cccc(Cl)c2)c(C)n1	-5	-2.9	-8	-1.3	-10	-3	2	-32	-6	7
Cc1cccc(OCC(=O)N2CCCc3ccccc32)c1	3	3.2	-2	11	-3	1	10	20	71*	-4
COc1ccc(N=CC2=C(O)CC(C)(C)CC2=O)cc1OC	-6	-2.4	16	-0.4	0	-2	0	-2	-3	-3
O=C(C=Cc1ccccc1)c1cc(Br)ccc1O	-1	0.7	15	21	0	-15	1	2	81*	-2
CCCCOc1ccc(/C=C/C(=O)OCC(=O)NC(=O)NCC(C)C)cc1OCC	2	1.4	-9	-0.9	3	0	-3	nt	2	1
COC(=O)c1cc(Br)ccc1-c1ccc(/C=N/n2nnnc2N)o1	1	-1.0	5	-3.3	-4	-1	16	-49	-1	5
CSc1nnc(-c2sc(-c3ccccc3)nc2C)n1C	1	1.4	-7	0.0	5	1	4	-3	-2	-2
Cc1ccccc1C(=O)Nc1ccc(S(=O)(=O)N2CC(C)OC(C)C2)cc1 (stereo not given)	-6	-0.6	-7	-2.9	1	-1	7	-29	-1	-7
COc1cc(/C=N/NC(=O)CC(=O)NC2CCCCC2)ccc1O	1	-0.3	-3	-2.7	-6	-1	14	nt	-2	-2
O=[N+]([O-])c1ccc(-c2cc(-c3ccc(Cl)cc3)n[nH]2)cc1	-8	1.8	-1	nt	-1	-1	-2	-47	-5	-2
CCCOC(=O)/C(C(N)=NCc1ccccc1)=C(\O)OCCC	6	0.7	-4	-1.6	-3	-6	nt	-18	-3	1
COc1cccc(C2=CC(=O)CC(C)(C)C2)c1OC	-5	1.6	-9	-0.2	5	-2	-3	30	0	2
COc1ccc(CCNC(=O)COc2ccc(-c3ccc(C#N)cc3)cc2)cc1	-3	-0.6	-2	-1.6	1	-1	-4	-8	-4	-2
CSCC(=O)NC1CCCc2c1cnn2-c1cc(F)cc(F)c1 (stereo not given)	-1	2.5	-3	nt	0	-3	6	-1	2	-4

Compound activity (PubChem BioAssay)
